CRFR2-BP antag = blocks CRF-induced signaling of the CRF-BP/CRF-R2 complex. HEK293 CRF-R2/CRF-BP, CRF-induced calcium fluorescence. inhibition, % at 11.8 µM. 350,000 compounds, 0.59% hits;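 active means inhibition of the ligand-induced calcium signal above about 50% at the single tested concentration, limit read from the data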
TAAR1 antag = antagonists of human TAAR1. 360,000 compounds, 1.5% hits. CHO RD-HGA16 TAAR1, Fluo-8 calcium fluorescence, antagonist. inhibition, % at 3 µM;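 active means inhibition above a per-plate cutoff, the mean inhibition of test compounds on that plate plus 3 SD, cut at about 49% in these data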;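 further: 0% = DMSO plus EC80 beta-PEA response and 100% = DMSO alone without agonist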
Target sequence (Q96RJ0 whole entry, looked up): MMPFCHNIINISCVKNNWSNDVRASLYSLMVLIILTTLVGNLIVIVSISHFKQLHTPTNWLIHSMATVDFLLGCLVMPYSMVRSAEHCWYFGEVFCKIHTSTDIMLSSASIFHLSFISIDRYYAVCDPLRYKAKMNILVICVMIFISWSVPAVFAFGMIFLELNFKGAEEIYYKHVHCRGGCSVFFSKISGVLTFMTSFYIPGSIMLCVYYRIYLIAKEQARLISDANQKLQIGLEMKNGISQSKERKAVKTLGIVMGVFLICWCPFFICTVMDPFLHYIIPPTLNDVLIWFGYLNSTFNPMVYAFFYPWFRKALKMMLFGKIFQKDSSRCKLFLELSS
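Test system: hTAAR1-expressing CHO RD-HGA16 cells, Gα16-coupled; Probe or stimulus: EC80 β-phenethylamine stimulus; Compound dosing: single nominal final test compound concentration of 3 µM; Timing: 140 s kinetic read after compound, 140 s after agonist; Signal: Fluo-8 calcium-sensitive fluorescence; Measure: % inhibition of agonist calcium response; Controls: DMSO and EC80 PEA controls.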
CHO-K1 Ca PAM = nonselective activator or artifact in parental CHO-K1 calcium assay | ATP EC20, Fluo-8 calcium fluorescence; 0% at ATP EC20, 100% at ATP max | activation, % at 3 µM | 360,000 compounds, 0.02% hits | AID 602247;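 active means activation above the run cutoff, the mean activation of all test compounds plus 3 SD, cut at about 40% in these data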;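 further: peak over basal fluorescence ratio in a 140 s read after ATP addition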
TAAR1 ag = human TAAR1 agonism; Q96RJ0; CHO RD-HGA16 TAAR1, Fluo-8 calcium fluorescence; vehicle wells 0%, saturating PEA agonist 100%; AID 624467; 360,000 compounds, 0.99% hits; activation, % at 3 µM;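 active means activation above the mean activation of all test compounds in the run plus 3 SD, cut at about 38% in these data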
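Repeats: no replicates (n 1) | Material: CHO-derived RD-HGA16 cells with stable Gα16 and human TAAR1 | Technique: Kinetic Fluo-8 calcium fluorescence | Schedule: 17-24 h seeding, 75 min 37 °C dye, 30 min RT | Evaluation: % activation from peak over basal fluorescence ratio, DMSO-to-PEA scaled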
CHRM5 PAM = potentiates acetylcholine response at human M5 receptor; activation, % at 3 µM; AID 624038; CHO-K1 hM5, Fluo-8 calcium, ACh EC20 PAM; 0% = ACh EC20, 100% = ACh EC100; P08912; 360,000 compounds, 0.3% hits;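 active means activation above the run cutoff, the mean activation of all test compounds plus 3 SD, cut at about 18% in these data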
Target sequence (P08912 whole entry, looked up): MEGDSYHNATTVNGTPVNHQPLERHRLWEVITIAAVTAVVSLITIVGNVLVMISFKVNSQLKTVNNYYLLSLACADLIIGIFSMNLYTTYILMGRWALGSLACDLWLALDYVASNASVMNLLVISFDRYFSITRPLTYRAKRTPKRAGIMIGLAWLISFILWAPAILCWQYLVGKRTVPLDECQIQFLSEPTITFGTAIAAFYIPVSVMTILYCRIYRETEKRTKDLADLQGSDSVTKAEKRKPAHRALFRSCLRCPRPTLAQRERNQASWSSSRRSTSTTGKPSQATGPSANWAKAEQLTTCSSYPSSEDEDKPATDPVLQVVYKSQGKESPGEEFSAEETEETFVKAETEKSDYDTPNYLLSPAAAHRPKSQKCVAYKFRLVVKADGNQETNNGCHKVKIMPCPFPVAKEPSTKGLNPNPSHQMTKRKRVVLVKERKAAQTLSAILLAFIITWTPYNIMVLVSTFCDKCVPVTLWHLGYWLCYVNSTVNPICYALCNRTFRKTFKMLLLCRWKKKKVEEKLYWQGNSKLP
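System: CHO-K1 hM5 cells. Reagent: acetylcholine, EC20 level. Compound dosing: single dose, 3 µM nominal final test concentration. Timing: Post-acetylcholine fluorescence recording 140 s. Detection: Fluo-8 calcium fluorescence. Read-out: % activation, ACh-normalized. Benchmarks: ACh EC20 and EC100 wells. Repeats: singlicate, one well per test compound.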
CHRM5 agonist = CHRM5 agonism in calcium assay. P08912. CHO-K1 hM5 cells, Fluo-8 calcium fluorescence; 0% DMSO wells, 100% maximal acetylcholine response. activation, % at 3 µM. 360,000 compounds, 0.19% hits. AID 624037;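 active means activation above the run's mean over test compounds plus 3 SD, cut at about 23% in these data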;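 further: signal is peak over basal fluorescence ratio across the kinetic read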
CHRM5 antagonist = CHRM5 antagonism in calcium assay; inhibition, % at 3 µM; AID 624040; P08912; 360,000 compounds, 0.59% hits; CHO-hM5 cells, Fluo-8 calcium fluorescence, ACh EC80;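 active means inhibition above a per-plate cutoff, the mean of that plate's test compounds plus 3 SD, cut at about 27% in these data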;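 further: 0% = acetylcholine EC80 with DMSO and 100% = DMSO without agonist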
CRFR2-BP ag = CRF-BP/CRF-R2 complex agonism; HEK293 CRF-R2/CRF-BP, calcium dye fluorescence (FLIPR); percent of saturating CRF peptide response; activation, % at 13.2 µM; 350,000 compounds, 0.46% hits; AID 588473;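 active means activation of at least 50%, plus an integration ratio under a set limit after plate pattern correction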;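 further: plate controls were neutral control wells without compound for no effect and CRF at EC100 for full effect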
M4 PAM = potentiates acetylcholine response at human M4 receptor; CHO-K1 hM4/Gqi5, Fluo-8 calcium fluorescence, ACh EC20; 0% = ACh EC20, 100% = maximal ACh; activation, % at 3 µM; 360,000 compounds, 0.4% hits; AID 624126;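 active means activation above its plate's cutoff, the mean activation of sample wells plus 3 SD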; further: some results filed as inactive read as strong as hits
Numbers without * were called inactive; / = not tested or not shown.

smiles,CRFR2-BP antag,TAAR1 antag,CHO-K1 Ca PAM,TAAR1 ag,CHRM5 PAM,CHRM5 agonist,CHRM5 antagonist,CRFR2-BP ag,M4 PAM
Cc1cc(C)cc(NS(=O)(=O)c2ccc3[nH]c(=O)[nH]c3c2)c1,15,2,24,5,7,-3,-1,0.9,6
CC1(C)CC(=O)C2=C(C1)Oc1nc3ccccc3cc1C2C(C#N)C#N (centres undefined),-34,5,11,7,2,-2,8,0.6,6
Cn1cc(CCC(=O)NCc2cccc(Cl)c2)c2ccccc21,26,-4,18,2,-5,-3,2,-5.7,-4
c1ccc(N2CCN(CCc3nnc4n3CCCCC4)CC2)cc1,-6,2,11,0,6,-5,-8,-0.6,2
O=C(NCCC1CCCCN1S(=O)(=O)c1ccc(F)cc1)C(=O)NCC1CCCO1 (centres undefined),3,-22,2,2,-4,1,6,-0.7,-1
O=C(OCc1cccc([N+](=O)[O-])c1)c1cccnc1Cl,9,15,16,-2,3,-3,3,-1.3,-7
O=C1NC(c2ccccc2)C(C(=O)c2cccs2)C(O)(C(F)(F)F)N1 (centres undefined),-7,10,13,2,2,-4,-1,0.5,-1
CCCC(=O)N1CCN(c2ccc(NC(=O)c3ccc(N4CCCC4)c([N+](=O)[O-])c3)cc2Cl)CC1,-6,-16,-11,1,4,-1,0,-0.1,-2
COc1ccc(/C(O)=C2/C(=O)C(=O)N(c3ccccn3)C2c2ccc(F)cc2)cc1 (centres undefined),-3,-28,23,11,-5,-5,9,-0.9,-3
O=C(CSc1ccc2nnc(-c3cccnc3)n2n1)c1ccccc1,2,-18,-14,6,-1,0,12,-1.0,6
COc1ccc(S(=O)(=O)Nc2ccc3c(c2)C(=O)N([C@H](C)CO)C[C@H](C)[C@@H](CN(C)S(=O)(=O)c2cccs2)O3)cc1,-7,-1,8,9,4,3,-10,-1.3,8
COc1ccc(/C=C/C(=O)NC(=S)N2CCN(C)CC2)cc1,-8,-15,5,2,0,-2,7,0.2,3
Cc1cc(=O)[nH]c(/N=C(\N)Nc2ccc(Oc3ccccc3)cc2)n1,0,-7,-17,-2,6,-1,-2,1.2,-5
COc1cccc(Oc2coc3c(CN4CCOCC4)c(O)ccc3c2=O)c1,-6,10,-2,0,-2,-8,4,-0.9,-8
COc1ccc(N2CCN(C(=O)c3nn(C)c4c3CS(=O)(=O)c3ccccc3-4)CC2)cc1,-9,-11,-1,-1,7,-1,-14,-2.2,3
Cc1ccsc1/C=N/NC(=O)C1C(=O)NCC1c1ccccc1 (centres undefined),-18,-10,/,2,/,/,/,0.7,/
CCOC(=O)c1sc(=S)n2c1[nH]c(=O)c1ccc(C(=O)OC)cc12,-1,-20,10,14,0,-2,4,-2.2,6
O=C(NCc1ccccn1)C1CCCN(S(=O)(=O)c2ccccc2)C1 (centres undefined),6,3,24,10,-3,-1,-3,1.7,13
COc1cccc(/C=C2\CCC(C3CCCC3)C2=O)c1 (centres undefined),0,5,8,1,4,-1,-6,3.2,-1
Oc1c(Cl)cc(Oc2cc(Cl)c(O)c(CN3CCOCC3)c2)cc1CN1CCOCC1,-9,-10,6,3,5,5,8,3.1,-1
COc1ccc(C)cc1NC(=O)CSc1nc2ccccc2nc1N1CC(C)OC(C)C1 (centres undefined),-1,-46,3,3,-4,1,3,18,-4
COc1ccc(C(=O)OCC(=O)NCC2CCCCC2)cc1F,-2,-27,7,1,4,-1,-14,-0.9,12
Cc1ccc(OCCn2cc(/C=C/C(=O)O)c3ccccc32)cc1,14,1,8,-1,2,-2,5,-2.6,-6
CN(C(=O)COC(=O)CCc1c[nH]c2ccccc12)c1ccccc1,13,10,15,2,-2,4,-2,0.2,4

As entered above.
For CHRM5 agonist, O=C1NC(c2ccccc2)C(C(=O)c2cccs2)C(O)(C(F)(F)F)N1 (centres undefined) reads -4
For CHRM5 agonist, COc1ccc(/C(O)=C2/C(=O)C(=O)N(c3ccccn3)C2c2ccc(F)cc2)cc1 (centres undefined) reads -5
For M4 PAM, COc1ccc(/C=C/C(=O)NC(=S)N2CCN(C)CC2)cc1 reads 3

Remaining list, next part
smiles,CRFR2-BP antag,TAAR1 antag,CHO-K1 Ca PAM,TAAR1 ag,CHRM5 PAM,CHRM5 agonist,CHRM5 antagonist,CRFR2-BP ag,M4 PAM
CC1=C(C(=O)Nc2ccccc2)C(c2ccc(C)o2)n2ncnc2N1 (centres undefined),-6,-11,22,0,3,2,0,0.5,7
Cc1cc(Br)c(NC(=O)Cn2c([N+](=O)[O-])cnc2C)cc1C,30,-8,3,-1,0,-1,6,-2.6,0
Clc1ccc(-c2noc(CN(Cc3ccccn3)CC3CCCO3)n2)cc1 (centres undefined),3,-19,-11,7,2,-5,7,0.0,3
COC(=O)c1ccc(NC(=O)Nc2ccc(F)cc2)cc1,12,10,7,34,-17,6,21,14,-9
COc1cc2[nH]c(=S)nc(NCCCOC(C)C)c2cc1OC,-4,-1,13,7,-4,-6,0,-0.6,1
O=C(OCC(=O)N1CCCc2ccccc21)c1c(F)cccc1F,-4,-3,10,1,-10,-3,6,0.1,3
CCCCCCOC(=O)C[N+](C)(C)CCOC1CC2CCC1(C)C2(C)C (centres undefined),24,-2,3,5,-1,0,-5,1.4,1
Clc1ccc(CNc2ccc3nnc(-c4ccccc4)n3n2)cc1,14,3,8,4,7,3,1,3.3,-2
O=[N+]([O-])c1ccc2nc(NN=Cc3ccc(O)cc3)sc2c1,-16,51*,12,12,5,11,11,-0.4,5
O=C(c1ccco1)N1CCN(C(=O)c2cc(-c3ccccc3)nc3ccccc23)CC1,-24,33,6,14,-16,2,7,-1.3,-11
CCc1csc(CCNC(=O)C2CCC(=O)N(CCc3cccc(F)c3)C2)n1 (centres undefined),-3,-18,2,0,1,4,-1,0.2,-1
O=C(CC12CC3CC(CC(C3)C1)C2)NCC(=O)N1CCc2ccccc2C1,-21,10,-3,18,-3,-4,0,0.8,-1
COC(=O)C1CCN(Cc2c(C(=O)N3C[C@@H](C)O[C@@H](C)C3)nc3ccc(Cl)cn23)CC1,-1,-6,11,0,19*,-2,-18,0.5,12
Cc1ccc2nc(NC(=O)C3CC3C)sc2c1 (centres undefined),-4,-2,-2,1,4,-4,-2,-1.8,10
Cc1ccc(-c2c(C#N)c(N)n(-c3ccc(Cl)cc3)c(=O)c2C#N)cc1,/,5,-7,8,-3,0,-1,/,1
COC(=O)C1=CN(Cc2ccccc2)C=C(C(=O)OC)C1c1cc(F)ccc1F,29,5,7,2,-8,-9,13,-0.8,-2
CCSC1=C(C#N)C(c2cccs2)C(C(=O)OC)=C(C)N1 (centres undefined),27,4,-14,8,0,-5,-4,-3.9,-6
O=c1oc2ccc3ccccc3c2c2c1SC(C(F)(F)F)C2 (centres undefined),-13,/,5,/,0,-2,3,-1.0,4
O=C(Nc1ccc(Cl)cc1)N1CCc2[nH]c3ccccc3c2C1,6,-10,-6,50*,-11,17,4,1.4,-1
Cc1ccccc1S(=O)(=O)Cc1ccc(C(=O)NCCN(Cc2ccccc2)C(C)C)o1,-3,-9,2,1,-5,-11,10,0.2,-14
NC(=O)N1CCN(CCCN2c3ccccc3Sc3cc(Cl)ccc32)CC1,-14,-7,5,9,-6,-1,-1,-2.2,-2
O=C(COC(=O)C1CCC(=O)N1)Nc1ccccc1Br (centres undefined),3,-9,17,1,21*,0,2,0.0,-3
OC(COCc1ccc(Cl)cc1)CN1CCCCC1 (centres undefined),1,-53,2,3,2,-9,2,-0.3,6
Cc1ccccc1-c1nc2ccccc2c(=O)n1/N=C/c1ccc([N+](=O)[O-])cc1,1,-42,-26,2,1,-1,4,-0.2,8

The final two records of the section before are carried over, then new ones follow.
smiles,CRFR2-BP antag,TAAR1 antag,CHO-K1 Ca PAM,TAAR1 ag,CHRM5 PAM,CHRM5 agonist,CHRM5 antagonist,CRFR2-BP ag,M4 PAM
OC(COCc1ccc(Cl)cc1)CN1CCCCC1 (centres undefined),1,-53,2,3,2,-9,2,-0.3,6
Cc1ccccc1-c1nc2ccccc2c(=O)n1/N=C/c1ccc([N+](=O)[O-])cc1,1,-42,-26,2,1,-1,4,-0.2,8
CC(C)C(c1nnnn1Cc1ccc(F)cc1)N1CCN(C2CCCCC2)CC1 (centres undefined),-3,3,29,-1,2,-10,-10,0.9,8
O=C(CN1C(=O)COc2ccccc21)NCCN1CCOCC1,-7,-3,16,7,2,-2,5,-1.1,-1
CCOC(=O)C1CCCC12Nc1cccc3cccc(c13)N2 (centres undefined),-14,-16,27,2,4,-2,-4,-3.2,5
COc1ccc(C2=NOC3(CC(=O)N(c4ccc(C)cc4)C3=O)C2)c(OC)c1 (centres undefined),1,17,10,2,-3,2,-6,-1.7,-2
COCCOC(=O)c1c(NC(=O)CN2CCCc3ccccc32)sc(C(N)=O)c1C,-8,16,14,2,-7,1,7,1.1,-3
COc1ccccc1C(=O)Nc1ccnn1C1CCN(C)CC1,-6,5,-10,0,-2,-4,4,-0.1,-1
COc1cccc(CC(=O)OC(C)C(=O)Nc2ncc(Cl)cc2Cl)c1 (centres undefined),4,-24,-8,0,-13,-4,11,-1.3,10
